TNAP inh hi DEA: blocks human TNAP under high phosphate acceptor concentration. P05186. purified TNAP, CDP-star luminescence, 1 M DEA. inhibition, % at 20 µM. 200,000 compounds, 0.03% hits. AID 1135;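 active = over 50% inhibition of tissue-nonspecific alkaline phosphatase at 20 µM in the single-dose screen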;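 note: plate controls were DMSO wells for no effect and EDTA-quenched wells as full inhibition for full effect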
Target sequence (P05186 whole entry, looked up): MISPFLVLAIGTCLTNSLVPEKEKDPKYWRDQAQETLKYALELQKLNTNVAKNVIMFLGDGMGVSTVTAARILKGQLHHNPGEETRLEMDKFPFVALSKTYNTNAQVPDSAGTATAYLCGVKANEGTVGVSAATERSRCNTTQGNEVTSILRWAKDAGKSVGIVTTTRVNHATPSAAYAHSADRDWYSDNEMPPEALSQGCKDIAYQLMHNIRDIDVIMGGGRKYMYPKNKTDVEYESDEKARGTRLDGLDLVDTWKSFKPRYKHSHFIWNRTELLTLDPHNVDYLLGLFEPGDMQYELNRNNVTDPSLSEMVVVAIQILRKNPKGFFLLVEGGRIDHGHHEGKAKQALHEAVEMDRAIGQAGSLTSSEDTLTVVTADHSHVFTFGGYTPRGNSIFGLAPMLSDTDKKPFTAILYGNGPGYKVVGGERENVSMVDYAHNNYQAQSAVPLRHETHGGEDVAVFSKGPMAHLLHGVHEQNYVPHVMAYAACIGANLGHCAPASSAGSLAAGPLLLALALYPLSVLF
bIAP inh: intestinal alkaline phosphatase (bovine) inhibition. purified bovine IAP, CDP-star luminescence, 30 min. inhibition, % at 20 µM. 190,000 tested, under 10 active. AID 1019;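 active = over 50% inhibition of intestinal alkaline phosphatase at 20 µM in the single-dose screen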
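System: Purified bovine intestinal alkaline phosphatase (IAP) enzyme | Input: IAP diluted 1/65,000,000 in the well | Also added: CDP-star chemiluminescent phosphatase substrate, 30 µM final | Dosing: 20 µM single dose | Times: Enzyme reaction for 30 min at room temperature | Detection: Luminescence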
TNAP inh no acc: inhibitors of human TNAP without phosphate acceptor; P05186; purified TNAP, CDP-star luminescence, 30 min; inhibition, % at 20 µM; 200,000 compounds, 0.26% hits;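 active = tissue-nonspecific alkaline phosphatase inhibition above about 50% at 20 µM in the single-dose screen, limit read from the data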;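 note: 0% = DMSO negative control and 100% = EDTA positive control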
FLuc stim CS: firefly luciferase counter-screen for stimulation assays | AID 1027 | ATPlite luciferase biochemical, luminescence, 10 min; 0 = ATP-free wells, 1 = DMSO control | P08659 | 200,000 tested, under 10 active | activation factor at 10 µM;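 active = luciferase activation factor, scaled between plate controls, of at least 2 with compound at 10 µM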
Target sequence (P08659 whole entry, looked up): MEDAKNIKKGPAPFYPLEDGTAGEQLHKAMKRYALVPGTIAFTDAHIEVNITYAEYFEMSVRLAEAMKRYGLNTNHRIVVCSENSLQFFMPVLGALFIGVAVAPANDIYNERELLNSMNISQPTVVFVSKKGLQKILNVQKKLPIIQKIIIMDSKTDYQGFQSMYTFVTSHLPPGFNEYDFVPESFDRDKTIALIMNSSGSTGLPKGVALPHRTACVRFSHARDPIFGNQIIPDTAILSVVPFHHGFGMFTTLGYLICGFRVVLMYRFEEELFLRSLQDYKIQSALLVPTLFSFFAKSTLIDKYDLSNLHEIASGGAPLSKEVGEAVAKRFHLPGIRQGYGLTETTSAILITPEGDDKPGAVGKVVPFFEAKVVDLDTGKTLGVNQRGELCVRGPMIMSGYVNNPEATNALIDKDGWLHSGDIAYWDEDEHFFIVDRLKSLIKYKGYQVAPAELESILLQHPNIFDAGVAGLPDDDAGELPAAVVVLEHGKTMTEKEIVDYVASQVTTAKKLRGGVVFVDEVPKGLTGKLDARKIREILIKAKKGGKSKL
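Assay system – cell-free luciferase reagent · Medium – PBS-based ATP solution · Dosing – test compounds dosed from 2 mM stocks in 100% DMSO · Timing – 10 min, room temperature · Technique – light output (luminescence) · Measure – luminescence gain marking luciferase activators · Controls – No-ATP low control, compound-free enzyme-plus-ATP high control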
L major viab: inhibitors of Leishmania major promastigote growth. inhibition, % at 10 µM. 200,000 compounds, 9% hits. Leishmania major promastigotes, resazurin fluorescence viability; in the data active = inhibition above about 50%;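 note: promastigotes grown with compound for 44 hours at 28 °C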
TNAP act hi DEA: TNAP (human) activation, high acceptor | activation factor at 20 µM | P05186 | 200,000 tested, under 10 active | AID 1136 | purified TNAP, CDP-star luminescence, 1 M DEA, 30 min; hits give high values; 0 = EDTA background, 1 = DMSO-only activity;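 active = activation factor at least 2 at 20 µM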
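Control set: EDTA negative control, DMSO positive control / Assay system: human TNAP / Quantity: TNAP 1/800 final / Evaluation: TNAP activation factor scaled between EDTA and DMSO control wells / Measured by: luminescent substrate turnover signal / Compound dosing: one dose, 20 µM / Times: 30 min enzyme reaction at room temperature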
FLuc inhib CS: counter-screen for luciferase assay inhibitors: firefly luciferase inhibition. P08659. ATPLite firefly luciferase biochemical luminescence, 10 min. inhibition, % at 10 µM. 200,000 compounds, 1.5% hits;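 active = inhibition above about 50% when tested at 10 µM, limit read from the data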
RAM network inh: inhibitors of the yeast RAM network. S. cerevisiae dse1pr::URA3 reporter, 5-FOA growth OD615, 2 d; analog-sensitive cbk1-as2 kinase mutant strain. inhibition, % at 50 µM. AID 868. 190,000 compounds, 1.8% hits;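 active = inhibition above a set limit, 3 SD over mean compound inhibition, cut at about 8.4% in these data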;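 note: 0% = DMSO-only wells with no growth and 100% = 10 µM 1-NA-PP1 full growth; inhibition rescues growth on 5-FOA so higher OD means more RAM inhibition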
bIAP activator: intestinal alkaline phosphatase (bovine) activation | AID 1016 | activation factor at 20 µM | purified bovine IAP, CDP-star luminescence, 30 min; hits give high values; fold of DMSO-control signal, blank-subtracted | 200,000 compounds, 0.17% hits;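 active = activation factor of 2 or more at 20 µM, a signal rise over negative controls twice the positive control's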
APP transl inh: APP translation inhibition; SH-SY5Y APP 5'UTR-luciferase reporter, luminescence; inhibition, % at 2 µM; 190,000 compounds, 0.82% hits; AID 1285;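 active = inhibition above a set limit, derived from the sample mean plus 3 SD, cut at about 45% in these data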; note: values of inactives mirror those of a sister screen read the other way
* marks the source's active call; other numbers are inactive results; · = not tested or not shown.

SMILES	TNAP inh hi DEA	bIAP inh	TNAP inh no acc	FLuc stim CS	L major viab	TNAP act hi DEA	FLuc inhib CS	RAM network inh	bIAP activator	APP transl inh
COCCCNC(=O)/C=C1\Sc2ccccc2N(Cc2ccccc2F)C1=O	-2	11	-5	0.8	22	1	25	2.5	0.9	-22
CC1Cc2nc(SCC(=O)NCc3ccco3)n(Cc3ccccc3)c(=O)c2S1 (stereo not given)	-3	11	2	1	6	1	-3	0.5	0.9	4
O=C1Cn2c(nc3ccccc32)N1c1cccc(C(F)(F)F)c1	-5	13	14	1	-1	1.1	3	0.2	0.9	-4
Cc1ccc2c(c1)C(c1ccc(F)cc1)N(C(=O)C1CC1)CC(=O)N2 (stereo not given)	-6	-15	-13	1.1	5	1.1	-5	0.2	1.1	12
c1ccc(C2=Nc3cccc4cccc(c34)N2)cc1	14	34	-5	0.9	19	0.9	8	7.6	0.7	8
O=C(COC(=O)c1ccc(NS(=O)(=O)c2cccs2)cc1)NCC1CCCO1 (stereo not given)	-3	-5	-10	1	-5	1	-3	1.6	1	11
CC(=O)Nc1sc(N/N=C\c2ccccc2Cl)nc1-c1cccs1	-1	7	14	1	-2	1	2	0.6	0.9	-35
CC(=O)N1CCc2cc(S(=O)(=O)NC(C(=O)NC3CCCc4ccccc43)C(C)C)ccc21 (stereo not given)	-2	0	-10	1	31	1	-1	7.8	1	13
O=C1CN(c2nc(-c3ccccc3)c3cc(Br)ccc3n2)c2ccccc2N1	-3	7	-7	1	-7	1	-4	3.9	0.9	14
N#Cc1cc2c(nc1SCC(N)=O)CCCCC2	-6	8	-8	1.1	-4	1.1	-6	0.0	0.9	-88
O=c1oc(-c2ccc(F)cc2)nc2ccsc12	-2	16	-6	1	-3	1	0	0.0	0.8	·
CCOC(=O)CN1CC23C=CC(O2)C(C(=O)NCc2cccs2)C3C1=O (stereo not given)	-5	8	-13	1.1	-12	1.1	-6	0.0	0.9	1
CN1C(=O)C(CC(=O)Nc2ccc(F)cc2)N(CCCc2ccccc2)C1=S (stereo not given)	-4	8	0	1.1	7	1	-8	0.8	0.9	-4
O=C(CCn1c(=O)[nH]c2ccsc2c1=O)N1CCN(c2cccc(Cl)c2)CC1	-2	-3	-1	1	-2	1	-4	1.2	1	3
O=C(CSc1ccc2nnc(-c3cccs3)n2n1)N1CCCC1	-4	-13	-8	1	10	1	-3	4.1	1.1	6
CC(=O)NCC(=O)N(C)C(C(=O)Nc1ccc(C(C)C)cc1)c1ccccc1 (stereo not given)	-3	2	-8	1.1	23	1	-7	1.3	1	-26
CN(C(=O)COC(=O)c1ccccc1NC(=O)c1ccco1)C1CCS(=O)(=O)C1 (stereo not given)	-1	7	0	1	-6	1	-3	-1.2	0.9	27
CCCCCCOC(=O)C(C#N)c1nc2ccccc2nc1N1CCCCC1 (stereo not given)	8	26	6	1	27	0.9	0	24*	0.7	0
O=C(CN1CCCC1)Nc1ccc(F)cc1	-12	6	-6	1.1	6	1.1	-5	-1.0	0.9	-11
COC(C(=O)Nc1ccc(S(=O)(=O)Nc2cccc3ccccc23)cc1)c1ccccc1 (stereo not given)	-3	3	-7	1	12	1	2	5.3	1	-8

Compound profiles (already shown). Order of values: TNAP inh hi DEA	bIAP inh	TNAP inh no acc	FLuc stim CS	L major viab	TNAP act hi DEA	FLuc inhib CS	RAM network inh	bIAP activator	APP transl inh
O=C(CSc1ccc2nnc(-c3cccs3)n2n1)N1CCCC1 as listed: -4	-13	-8	1	10	1	-3	4.1	1.1	6
O=c1oc(-c2ccc(F)cc2)nc2ccsc12 as listed: -2	16	-6	1	-3	1	0	0.0	0.8	·
CCOC(=O)CN1CC23C=CC(O2)C(C(=O)NCc2cccs2)C3C1=O (stereo not given) as listed: -5	8	-13	1.1	-12	1.1	-6	0.0	0.9	1
O=C(CCn1c(=O)[nH]c2ccsc2c1=O)N1CCN(c2cccc(Cl)c2)CC1 as listed: -2	-3	-1	1	-2	1	-4	1.2	1	3
COC(C(=O)Nc1ccc(S(=O)(=O)Nc2cccc3ccccc23)cc1)c1ccccc1 (stereo not given) as listed: -3	3	-7	1	12	1	2	5.3	1	-8

Continuation:
SMILES	TNAP inh hi DEA	bIAP inh	TNAP inh no acc	FLuc stim CS	L major viab	TNAP act hi DEA	FLuc inhib CS	RAM network inh	bIAP activator	APP transl inh
Cc1cc(C)nc(SCC(=O)Nc2nc(-c3ccccc3)c(-c3ccccc3)o2)n1	1	6	-9	1	-7	1	-1	5.0	0.9	0
COc1cccc(-c2cc(C(=O)NCC3CCCO3)c3ccccc3n2)c1 (stereo not given)	0	34	-4	1	38	1	0	1.6	0.7	15
CC12CCCc3c(O)cc(=O)n(c31)-c1ccccc12 (stereo not given)	-1	-14	-4	1	45	1	-4	0.7	1.1	-9
Cc1ccccc1Cn1cc(NC(=O)c2cc3nc(-c4ccco4)cc(C(F)(F)F)n3n2)cn1	4	-3	0	1	29	1	2	5.8	1	1
O=[N+]([O-])c1ccccc1/C=N/NC1=NS(=O)(=O)c2ccccc21	-2	-26	-2	0.9	-10	1	7	2.3	1.3	16
Cc1ccc(S(=O)(=O)N(c2nc(NC(C)C)nc(NC(C)C)n2)n2cnnc2)cc1	4	5	-8	1	24	1	-2	2.6	1	9
CC(=O)Nc1sc2c(c1C#N)CC(C)(C)NC2(C)C	-1	5	-3	1	20	1	-2	2.5	1	2
CC1=C2C(CCS2(=O)=O)CC2(C1)C(=O)OC(C)(C)OC2=O (stereo not given)	-7	3	-3	1.1	-6	1.1	-12	1.5	1	·
Clc1ccccc1CN1CCC(Cc2ccccc2)CC1	-1	-31	4	1	33	1	0	-0.9	1.3	-3
S=C(c1cn(CCOc2ccccc2)c2ccccc12)N1CCCC1	2	8	-4	1	98*	1	4	0.6	0.9	-2
Cc1[nH]c2c(C)cccc2c1CCNC(=O)c1ccc2c(c1[N+](=O)[O-])C(=O)c1ccccc1C2=O	3	-4	1	1	100*	1	-1	3.9	1	2
CCOc1cc(/C=N/NC(=O)c2cccc([N+](=O)[O-])c2)ccc1OS(=O)(=O)c1ccccc1	-2	4	-5	1.1	78*	1	-6	0.5	1	1
O=Cc1cccn1-c1ncc(Br)cn1	-6	-10	-14	1	-9	1.1	0	-0.4	1.1	0
O=C(CSc1cn(CCNC(=O)c2ccc3ccccc3c2)c2ccccc12)NCc1ccco1	1	18	-5	1	-2	1	-5	4.8	0.8	2
O=C(c1ccccc1Cl)N1CCCC(c2nc3c(nnn3Cc3ccccc3)c(=O)[nH]2)C1 (stereo not given)	-7	1	-1	1.1	2	1.1	-11	0.6	1	-3
O=C(O)CCCC(=O)Nc1cc([N+](=O)[O-])ccc1O	8	17	7	1.1	-6	0.9	-8	0.4	0.8	5
O/N=C1/CCCSc2ccccc21	-5	4	-18	1	5	1	-3	0.5	1	-12
COc1ccc(-n2c(CNC(=O)COc3ccccc3)n[nH]c2=S)cc1	-5	4	3	1	-2	1.1	-1	0.0	1	-6
COc1ccc(C(C)=O)c(OC(=O)c2ccc(OC)c(OC)c2)c1	-2	4	-11	1	-3	1	-1	3.3	1	-6
NC(=O)c1c(NC(=O)C2CCCO2)sc2c1CCCC2 (stereo not given)	0	-5	-7	0.9	6	1	8	1.9	1	-24
CC(Sc1cccc[n+]1[O-])C(=O)Nc1cccc(S(=O)(=O)N2CCOCC2)c1 (stereo not given)	3	-5	-13	1	-4	1	-4	-1.6	1	-2
S=C1NC2(CCCCCC2)N=C1c1ccccc1	4	8	-7	1	10	1	-4	-0.3	0.9	-19
O=C(O)CC1SC(=O)N(Cc2ccccc2)C1=O (stereo not given)	-8	-2	-7	1.1	-2	1.1	-7	0.9	1	-7
O=Cc1ccc(OCc2cn3ccccc3n2)cc1	-9	-7	-17	0.5	-8	1.1	50*	1.1	1.1	-90
COc1ccc(NC(=O)CCCN2C(=O)CCC2=O)cc1Cl	6	7	-2	1	2	0.9	-1	0.1	0.9	12
Cc1nn(C)cc1CNC(=O)c1ccccc1Br	2	6	-4	1	-3	1	0	2.4	0.9	13
CCN(CC)c1ccc(/C=N/N2CCN(Cc3cccc4ccccc34)CC2)c(O)c1	-8	1	-8	1.1	19	1.1	-8	0.3	1	12
Cc1cc(C)nc(Sc2ncnc(N)c2[N+](=O)[O-])n1	-6	11	-12	1.1	58*	1.1	-5	1.6	0.9	8
Cc1cc(C(=O)NCCc2ccc(Cl)cc2)no1	-4	6	-6	1.1	0	1	-11	-0.3	0.9	-16
CC(=O)N1CCCc2cc(S(=O)(=O)N(C)Cc3ccccc3)ccc21	3	1	-7	1.1	61*	1	-5	-0.3	1	2
COC(=O)c1c(NS(=O)(=O)c2ccc(C)cc2)sc2c1CCC(C)C2 (stereo not given)	-4	6	-10	1.1	-3	1	-5	6.1	0.9	3
Cc1ccccc1NN1C(=O)C=CC1=O	-3	16	4	1.1	-9	1	-7	0.1	0.8	-2
O=C(NC(Cc1c[nH]c2ccccc12)C(=O)NCc1ccc(F)cc1)OCc1ccccc1 (stereo not given)	3	-2	-9	1.1	48	1	-7	4.2	1	-8
CN(C)c1ccc(N=Nc2ccccc2C(=O)OCC(=O)N2CCCC2)cc1	32	-48	27	0.3	18	0.7	70*	0.9	1.5	-14
CCOc1ccc(C(=O)NCC(=O)OCC(=O)NC2CCCC2)cc1	-6	-1	-11	1	-6	1.1	1	1.8	1	3
CS(=O)(=O)N(CCc1ccccc1)CC(=O)NCc1ccccn1	-4	13	-12	1	4	1	-5	0.8	0.9	-19
CN1CCC(Oc2ccc(Sc3ccccc3)cc2)CC1	-5	-2	-7	0.9	100*	1.1	11	0.4	1	-68
O=C(c1ccccc1CCc1ccccc1)N1CCN(c2ccccn2)CC1	-4	-9	-9	1	12	1	-4	0.4	1.1	-4
O=C(N=C1SCC(=O)N1c1ccccc1)c1ccco1	-7	21	-11	1	-3	1.1	-2	1.8	0.8	-37
CC(=O)NN1C(=O)c2ccc(Oc3ccc([N+](=O)[O-])cc3)cc2C1=O	-4	3	-7	1.1	-7	1	-6	1.7	1	8
CCCn1c(SCC(=O)c2cc(C)c(C)cc2C)n[nH]c1=O	-7	-14	-5	1.1	-3	1.1	-7	1.6	1.1	0
CCn1c(SCC(=O)Nc2cc(C)ccc2C)nnc1-c1cnccn1	-8	9	-14	1	0	1.1	-4	2.1	0.9	-5
Cc1cccc(OCC(O)Cn2c(=N)n(CCN3CCOCC3)c3ccccc32)c1 (stereo not given)	-7	-11	-14	1	10	1.1	-4	2.5	1.1	21
COc1ccc(/C=C/CN2CCCC(CCC(=O)NCc3ccc(F)c(F)c3)C2)cc1 (stereo not given)	-4	-18	-7	1	81*	1	-4	2.8	1.2	26

Bioassay records as filed in PubChem BioAssay.
